# Pin1 inh: qHTS Assay to Find Inhibitors of Pin1. Peptidyl-prolyl cis-trans isomerase NIMA-interacting 1 (Homo sapiens), Q13526. Pin1 FP peptide displacement, HiFluor488, 10 min. Potency, µM (titrated, usually from 115 µM), for the others: at the highest dose activity, negative = inhibition, actives largely listed as inhibitors. 390,000 tested, 0.009% active; active means well fitted inhibition curve with a large enough effect in the polarisation, with a control signal flat, not every such curve was filed as active; inconclusive means small, poorly fitted or top-dose-only effect, or effect the other way, or a change in a side signal; inactive means no such curve, though single readings can be large or run the other way; the % refers to the polarisation; further: potency means the concentration at half of the fitted maximal effect; on the % scale 0 is the no-effect control and ±100 the full control effect
# HP1b chromo inh: HTS for Inhibitors of HP1-beta Chromodomain Interactions with Methylated Histone Tails; 390,000 tested, 0.56% active; AlphaScreen HP1-beta / biotin-H3K9me3 peptide binding; AID 540317, 2011; Potency, µM (series often up to 114 µM), for inactives: at the top dose activity change, negative = inhibition, actives largely listed as inhibitors; further: potency means the concentration at half of the fitted maximal effect; nearly all actives have a fitted effect of over 70% in size; inactives centre near 23
#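 Compound inhibition of the preformed complex between 50 nM HP1-beta and 50 nM biotinylated H3K9me3 peptide was read by AlphaScreen. Buffer was PBS pH 7.4 with 0.01% Tween-20. Incubations ran 30 min at room temperature, with 10 ug/mL donor/acceptor beads.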
# JMJD2A Tudor: qHTS Assay for Inhibitors of JMJD2A-Tudor Domain | Lysine-specific demethylase 4A (Homo sapiens), O75164 | AlphaScreen JMJD2A-Tudor / H3K4me3 peptide binding | Potency, µM (series often up to 114 µM), for the others: top-dose activity change, negative = inhibition, usual class: inhibitors | 390,000 tested, 4.4% active | AID 504339, 2011; further: potency means the concentration at half of the fitted maximal effect; on the % scale 0 is the no-effect control and ±100 the full control effect; nearly all actives have a fitted effect of over 50% in size
# Target sequence (O75164 whole entry, looked up, the tested form may be a part): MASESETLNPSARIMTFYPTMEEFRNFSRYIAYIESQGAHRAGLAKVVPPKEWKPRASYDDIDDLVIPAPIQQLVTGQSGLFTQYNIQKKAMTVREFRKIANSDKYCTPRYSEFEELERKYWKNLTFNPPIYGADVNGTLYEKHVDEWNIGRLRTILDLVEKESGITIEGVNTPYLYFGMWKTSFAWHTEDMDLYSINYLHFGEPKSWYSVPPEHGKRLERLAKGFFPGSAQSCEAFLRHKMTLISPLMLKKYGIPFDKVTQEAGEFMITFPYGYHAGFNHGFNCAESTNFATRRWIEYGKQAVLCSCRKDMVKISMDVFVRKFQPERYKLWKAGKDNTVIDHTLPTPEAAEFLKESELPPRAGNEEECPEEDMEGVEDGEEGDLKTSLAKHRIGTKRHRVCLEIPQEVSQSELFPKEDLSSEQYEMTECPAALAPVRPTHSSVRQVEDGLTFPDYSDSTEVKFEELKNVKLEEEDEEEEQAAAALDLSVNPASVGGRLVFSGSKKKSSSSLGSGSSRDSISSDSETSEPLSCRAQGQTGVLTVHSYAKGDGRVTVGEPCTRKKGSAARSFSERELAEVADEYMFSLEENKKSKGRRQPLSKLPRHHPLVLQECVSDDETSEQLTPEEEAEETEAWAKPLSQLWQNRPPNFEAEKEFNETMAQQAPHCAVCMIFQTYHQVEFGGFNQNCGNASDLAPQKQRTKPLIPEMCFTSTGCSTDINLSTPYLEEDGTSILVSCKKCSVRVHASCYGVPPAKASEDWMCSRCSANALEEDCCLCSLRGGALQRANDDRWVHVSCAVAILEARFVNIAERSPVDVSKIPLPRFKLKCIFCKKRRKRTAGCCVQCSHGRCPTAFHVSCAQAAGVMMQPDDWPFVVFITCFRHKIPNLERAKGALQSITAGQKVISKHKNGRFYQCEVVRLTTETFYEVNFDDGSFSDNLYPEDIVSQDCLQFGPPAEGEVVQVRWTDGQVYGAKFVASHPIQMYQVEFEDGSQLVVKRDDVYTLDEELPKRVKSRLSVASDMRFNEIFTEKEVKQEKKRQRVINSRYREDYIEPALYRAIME
# GLS inh: qHTS for Inhibitors of Glutaminase (GLS); Glutaminase kidney isoform, mitochondrial (Homo sapiens), O94925; GLS enzymatic activity, qHTS titration; Potency, µM (titrated, usually from 45.5 µM), for inactives: at the top dose activity change, negative = inhibition, usual class: inhibitors; 410,000 tested, 0.21% active; AID 624170, 2012; further: potency means the concentration at half of the fitted maximal effect; on the % scale 0 is the no-effect control and ±100 the full control effect
#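 Enzyme dispensed in phosphate buffer (45 mM, pH 8.2, 0.02% Tween-20), compounds pinned in, then 1 mM L-glutamine solution and the glutamate oxidase–HRP–Amplex Red mix added; fluorescence read immediately and again after 30 min at room temperature.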
# PI4K2A inh: qHTS for small molecular inhibitors of PI4K2A; activity change, negative = inhibition, % at 76.9 µM; purified PI4K2A, ADP-Glo luminescence, 1 h; active compounds read low; 420,000 tested, 0.13% active; in the data active means activity change below about -50%; inconclusive means mostly about -30% to -49%;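 further: -100% = wells without enzyme as full effect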
#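 ADP-Glo luminescence measured ADP generated by PI4K2A enzyme (4 ug/mL before mixing) with 1.2 mM PI substrate (pre-mix) and 300 microM ATP (pre-mix). Tris pH7.5 buffer with MgCl2, Triton X-100; 1 h reaction at ambient temperature.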
# PGK inhibitor: qHTS Assay to Find Inhibitors of Phosphoglycerate Kinase; PGK/GAPDH coupled, Kinase-Glo luminescence, 60 min; Potency, µM (titrated, usually from 57.5 µM), inactives show top-dose activity change, negative = inhibition, most hits filed as inhibitors; 380,000 tested, 0.043% active; AID 602233, 2012; further: potency means the concentration at half of the fitted maximal effect; on the % scale 0 is the no-effect control and ±100 the full control effect; nearly all actives have a fitted effect of over 60% in size
#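 Luminescent ATP detection (Kinase-Glo Plus) follows a 60-minute room-temperature incubation, with wells lacking PGK as controls. Buffer: 100 mM TEA (pH 7.6), 5 mM MgCl2, 0.01% Tween-20. Coupling enzyme GAPDH (100 nM final) supplies unstable 1,3-BPG in-well.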
# ERG Ets-DNA blk: qHTS for Small Molecule Inhibitors of the ERG Ets/DNA interaction; Transcriptional regulator ERG (Homo sapiens), P11308; fluorescence polarization, His-ERG Ets domain / labelled DNA; Potency, µM (series often up to 76.9 µM), for inactives: at the top dose FP activity, negative = inhibition, most hits filed as inhibitors; 370,000 tested, 0.028% active; AID 624246, 2012; active means well fitted inhibition curve with a large enough effect in the polarisation, with a control signal flat; inconclusive means small, poorly fitted or top-dose-only effect, or effect the other way, or a change in a side signal; inactive means no such curve, though single readings can be large or run the other way; the % refers to the polarisation;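 further: polarization taken with two DNA probes labelled with fluorescein and Texas red; potency means the concentration at half of the fitted maximal effect; % of control where 0% means no effect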
#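 His-tagged ERG Ets domain (1 uM in the protein solution; 300mM KCl, 50mM Tris-HCl, 1mM EDTA, 1mM DTT, pH 7.5) received compound, then a probe mix of 5 nM fluorescein-DNA and 100nM Texas-615-DNA. Fluorescence polarization was read for both dyes.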
# BAZ2B inh: qHTS Assay for Inhibitors of BAZ2B. Bromodomain adjacent to zinc finger domain protein 2B (Homo sapiens), Q9UIF8. AlphaScreen BAZ2B-H3K14Ac peptide displacement. Potency, µM (top dose mostly 114 µM), without a hit: at the top dose activity change, negative = inhibition, hits mostly inhibitors. 360,000 tested, 4.4% active. AID 504333, 2011; further: potency means the concentration at half of the fitted maximal effect; on the % scale 0 is the no-effect control and ±100 the full control effect; nearly all actives have a fitted effect of over 60% in size
#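 AlphaScreen luminescence quantifies BAZ2B engagement of H3K14Ac peptide; the protein and biotinylated peptide are both at 50 nM final, buffer PBS pH 7.4 with 0.01% Tween-20, all steps at room temperature.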
# G9a inh: qHTS Assay for Inhibitors of Histone Lysine Methyltransferase G9a; Histone-lysine N-methyltransferase EHMT2 (Homo sapiens), Q96KQ7; G9a H3K9 monomethylation, AlphaScreen, 2 h; Potency, µM (doses to about 102 µM), inactives show at the highest dose activity, negative = inhibition, usual class: inhibitors; 350,000 tested, 8.8% active; AID 504332, 2011; further: potency means the concentration at half of the fitted maximal effect; on the % scale 0 is the no-effect control and ±100 the full control effect; nearly all actives have a fitted effect of over 75% in size
#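 Compounds were preincubated with 20 nM G9a for 15 min, after which biotinylated H3K9 peptide (500 nM) and SAM (20 uM) started a 2 h room-temperature reaction. Monomethylated product was quantified by antibody-based AlphaScreen chemiluminescence.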
# * hit, by the source's call; i = inactive; u = inconclusive; x = not tested or not shown; [ ] = remark or other dose. Unless noted, the call rests on the fitted dose curve; in most records, active means well fitted curve in the direction sought with a large enough effect; inconclusive means small, poorly fitted or top-dose-only effect, or another doubt; inactive means no such curve, though single readings can be large; an effect the other way counts as inactive or inconclusive.
Pin1 inh,HP1b chromo inh,JMJD2A Tudor,GLS inh,PI4K2A inh,PGK inhibitor,ERG Ets-DNA blk,BAZ2B inh,G9a inh,compound
0%,36%,-14%,-4%,2,-10%,-4%,-7%,-6%,COc1cccc(CNC(=O)C2CCCN2S(=O)(=O)c2ccc3c(c2)C(C)(C)C(=O)N3C)c1 (centres undefined)
u,52%[activator],-32%,2%,-5,-3%,10%,-9%,-7%,NS(=O)(=O)c1ccc(-c2ccc(/C=C3\SC(=O)NC3=O)o2)cc1
-4%,30%,-4%,4%,3,1%,-5%[15.4 µM],10%,-22%[59 µM],CCOC(=O)C1=C(COC(=O)CCc2ccc(CC)cc2)NC(=O)NC1C (centres undefined)
1%,46%[activator],-29%,15%,0,-6%,-17%,u,u,O=C(Cn1c(=O)sc2ccccc21)Nc1ccccc1C(=O)O
-1%,8%,-23%,3%,0,2%,x,x,x,CSc1ncc(CNc2cc([N+](=O)[O-])ccc2C)c(N)n1
-1%,43%,5%,-3%,-3,9%,1%,-2%,u,CC(C)N(C(=O)C1CC(=O)OC12CCCCC2)C(C)C (centres undefined)
-25%,27%,-13%,-2%,-3,-10%,x,3%,u,Cc1ccc(-c2cc(C(F)(F)F)c(C#N)c(SCCC#N)n2)o1
14%,37%,-12%,4%,-6,3%,8%,11%,20%[59 µM],CCN1Cc2cccc(C(=O)Nc3ccc(F)cc3)c2C1=O
-12%,29%,-5%,-21%,0,-9%,-12%,24%,u,CN(CC(=O)Nc1ccc(F)c(F)c1F)C(=O)C1CC(=O)N(C2CCCC2)C1 (centres undefined)
-5%,33%,-32%,-6%,-2,0%,0%,-30%,-40%[12.7 µM],Cn1nnnc1SCC(=O)NCc1cccc(C(=O)O)c1
-1%,-6%,u,-4%,-2,-1%,24%,-27%,-46%,CCOC(=O)/C=C/C(=O)Nc1ccc(Oc2ccccc2)cc1
-2%,2%,-8%,-12%,1,4%,-2%,5%,u,CCn1c(CC(=O)Nc2ccc(F)cc2)nnc1SCC(=O)NC1CCCC1
1%,33%,-15%,9%,5,-2%,-6%,-30%,45µM*,COc1ccc(S(=O)(=O)Nc2ccc(N3CCOCC3)cc2)cc1[N+](=O)[O-]
5%,50%[activator],9%,7%,-3,9%,-1%,4%,-1%,CC(C)c1ccc(OCC(=O)NC2CCCC2)cc1
0%,9%,-9%,3%,-1,-5%,12%,-2%,1%[59 µM],CCOc1ccc(CNC(=O)CCS(=O)(=O)c2cc3c4c(c2)CCN4C(=O)CC3)cc1
-7%,-34%,79µM*,u,-5,-3%,-3%,u,10µM*,S=c1[nH]nc(C2CCCCC2)n1/N=C/C=C/c1ccccc1
-6%,-2%,-19%,19%,-2,-10%,5%,-24%,-42%,Cc1ccc(O)c(NC(=O)CSc2n[nH]c(C)c2[N+](=O)[O-])c1
-9%,19%,-8%,0%,-2,-7%,-1%,10%,29%,O=C(CCN1C(=O)c2ccccc2C1=O)N1CCN(c2ccccn2)CC1
5%,-1%,-20%,-1%,-3,-6%,-1%,-39%,-11%[59 µM],O=c1c2oc3ccccc3c2n(Cc2cccc(Cl)c2)c(=O)n1Cc1ccc2c(c1)OCO2
2%,51%[activator],-6%,-4%,-1,i,-5%,x,x,CON(C)C(=O)CCN(Cc1ccccc1)C(=O)OC(C)(C)C
7%,24%,12%,0%,0,3%,2%,1%,x,COc1ccc(-c2cc(CNS(=O)(=O)c3cc(OC)ccc3OC)on2)cc1
10%,27%,-1%,-4%,3,i,-7%,1%,3%[59 µM],COC(=O)CSc1nc2sc3c(c2c(=O)n1-c1ccccc1)C(C)CCC3 (centres undefined)
-1%,13%,-1%,5%,-3,i,-13%,9%,8%[12.7 µM],OCCOc1ccc(C2=NCCO2)cc1
-5%,71µM*,25µM*,-3%,-20,u,-9%,50µM*,u,Cc1c(C(=O)OCc2ccccc2)[nH]c2c1C(=O)CC(c1ccco1)C2 (centres undefined)
5%,u,56µM*,0%,0,i,-3%,u,8.9µM*,Cc1ccc(NN=C2c3ccccc3-c3ccccc32)cc1
17%,-6%,-15%,-7%,1,12%,4%,-13%,u,COC(=O)c1c(NC(=O)Cc2coc3cc(C)ccc23)sc2c1CCC2
25%,-13%,-30%,-1%,3,-8%,2%,-13%,-5%[59 µM],COc1ccc(OCC(=O)Nc2ccc3c(c2)N(C)C(=O)c2ccccc2S3)cc1
0%,28%,-5%,7%,-4,-7%,-5%,0%,-26%[59 µM],Cc1cccc(Cn2cccc2CNS(=O)(=O)c2ccc(C)c(C)c2)c1
0%,20%,-19%,0%,-8,-8%,-3%,4%,-5%[59 µM],Cc1ccc(C(C)C)c(OCC(O)CN2CCN(c3ccccc3F)CC2)c1 (centres undefined)
1%,12%,-5%,8%,0,-1%,0%,1%[57.1 µM],-17%[12.7 µM],Cc1nn(Cc2cccc(C(=O)NC3CCCCC3)c2)c(C)c1Cl

# Next results:
Pin1 inh,HP1b chromo inh,JMJD2A Tudor,GLS inh,PI4K2A inh,PGK inhibitor,ERG Ets-DNA blk,BAZ2B inh,G9a inh,compound
-1%,7%,u,0%,0,3%,5%,-39%,2µM*,Cc1ccc([N+](=O)[O-])c(-c2n[nH]c(=S)n2-c2cccc(Cl)c2)c1
10%,34%,-10%,-14%,9,i,-1%,18%,-3%,O=C(COc1ccc2ccc(=O)oc2c1)N1CCc2ccccc21
11%,20%,-9%,8%,-3,1%,11%,3%,10%[2.33 µM],CCc1ccc(N2CC(C(=O)Nc3cccc(C(=O)NC4CC4)c3)CC2=O)cc1 (centres undefined)
-3%,12%,-25%,0%,-3,-16%,8%,-38%,-16%,Cc1cc(C)cc(NS(=O)(=O)c2c(C(=O)N3CCCCCC3)c(C)n(C)c2C)c1
-10%,22%,-9%,27%,0,-1%,3%,3%,u,CCn1cc(/C=N/NS(=O)(=O)c2ccc(C)cc2)c(C)n1
7%,-16%,-5%,-1%,1,1%,-11%,12%,71µM*,Cc1ccc(S(=O)(=O)NC(C)C(=O)N2CCOCCOCCOCC2)cc1 (centres undefined)
-2%,31%[activator],-2%,7%,-1,-2%,-10%,9%,-4%,CCOC(=O)c1cnc2c(ccc3ccccc32)c1NCCN(C)C
3%,71%[activator],32%,5%,0,4%,1%,46%[activator],75%[activator],CCOC(=O)C(=CNc1cc(C)ccc1C)C(=O)OCC
-1%,18%,-14%,3%,7,7%,x,-5%,3%[2.33 µM],O=C(CN1C(=O)NC2(CCCC2)C1=O)NCCc1ccc(Cl)cc1Cl
-19%,36%,6%,0%,4,1%,8%,x,x,Cc1nnc(SCC(=O)NCCC2=CCCCC2)[nH]c1=O
-3%,-7%,u,26%,-2,-2%,-4%,-28%,-35%,O=C(CNC(=O)c1ccncc1)N/N=C/c1cc(Br)ccc1OCc1ccccc1
-2%,6%,-16%,11%,-1,6%,-1%,-31%,6%,Cc1ccc(N(C(=O)c2snc(C(N)=O)c2N)C(C(=O)NC2CCCC2)c2ccco2)cc1 (centres undefined)
-4%,9%,-22%,-10%,-1,-1%,2%,2%,19%,CCOC(=O)c1c(NC(=O)CC)sc(C(=O)NC2CCCC2)c1C
-15%,62%[activator],-5%,-16%,1,-3%,5%,0%,-8%,CCOC(=O)C1=C(CS(=O)(=O)c2ccccc2)NC(=O)NC1c1ccc(OC)c(OC)c1 (centres undefined)
0%,21%,-16%,-4%,-17,-3%,5%,-4%,-3%[12.7 µM],COc1ccc(CC(=O)NCc2nnc(SCCOc3ccccc3)n2C)cc1
-1%,13%,-10%[57.1 µM],8%,-13,i,-10%,-1%,11%[59 µM],C=C(C)Cn1c(SCC(=O)N/N=C/c2ccccc2)nc2ccccc2c1=O
1%,u,-21%,-1%,0,4%,-1%,0%,-19%[59 µM],CC(=O)Nc1ccc(NC(=O)c2cc(S(=O)(=O)N3CCCCC3)ccc2C)cc1
-1%,-13%,u,6%,-2,-4%,-4%,-17%,10µM*,Cn1c(=S)[nH]c2scc(-c3cccs3)c2c1=O
-5%,9%,-9%,0%,-1,4%,-3%,-15%,45µM*,CN(Cc1cccs1)CC(O)COCc1ccco1 (centres undefined)
0%,24%,-3%,4%,4,-12%,5%,-4%,7%[59 µM],Cc1cc(=O)oc2cc(OCC(=O)NCCCN3CCOCC3)ccc12
-1%,3%,0%,1%,3,1%,-5%,-17%,-12%,Cc1cc(C)cc(N2CC(C(=O)Nc3cc(C)on3)CC2=O)c1 (centres undefined)
-2%,10%,-2%,0%,-1,i,6%,8%,16%[59 µM],CC(OC(=O)c1cc(S(=O)(=O)N2CCOCC2)ccc1F)C(=O)NC1CCCC1 (centres undefined)
-10%,48%[activator],-23%,8%,0,i,10%,u,40µM*,C=CCOc1cccc(C2/C(=C(\O)c3ccc4c(c3)OCCO4)C(=O)C(=O)N2CCN2CCOCC2)c1 (centres undefined)
1%,18%,u,0%,4,2%,6%,x,x,Cc1ccc(C(=O)Nc2ccccc2-c2ccccc2)cc1S(=O)(=O)Nc1ccccc1

# Bioassay records from PubChem.
